ROMK mod: modulators of human ROMK potassium channel. 130,000 compounds, 2% hits. P48048. Tet-inducible ROMK, thallium flux fluorescence; actives lie on both sides. AID 1918. B-score at 10 µM;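 active = signal ratio slope over the read window, or its plate-corrected B-score, at least 3 SD from the plate mean, either direction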;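 note: B-score of the F/F0 ratio slope over 7 to 12 s after thallium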
Target sequence (P48048 whole entry, looked up): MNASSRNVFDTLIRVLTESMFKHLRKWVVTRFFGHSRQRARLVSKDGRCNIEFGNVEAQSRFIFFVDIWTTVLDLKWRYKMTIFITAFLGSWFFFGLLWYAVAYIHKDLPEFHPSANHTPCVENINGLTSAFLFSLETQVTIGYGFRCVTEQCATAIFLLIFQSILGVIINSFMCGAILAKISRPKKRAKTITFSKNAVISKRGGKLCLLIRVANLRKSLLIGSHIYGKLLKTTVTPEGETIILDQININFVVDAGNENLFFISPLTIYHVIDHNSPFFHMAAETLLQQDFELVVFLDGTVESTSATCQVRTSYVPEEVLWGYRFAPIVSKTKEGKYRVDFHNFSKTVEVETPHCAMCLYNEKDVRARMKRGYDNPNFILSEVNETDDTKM
PPARg SRC-1 ag: promotes SRC-1 coactivator recruitment by human PPARgamma; PPARgamma-SRC-1 coactivator recruitment biochemical assay; activation, % at 8 µM; 200,000 compounds, 0.41% hits; P37231; AID 631; in the data active = activation above about 19%;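 note: 0% = DMSO and 100% = reference agonist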
Target sequence (P37231 whole entry, looked up): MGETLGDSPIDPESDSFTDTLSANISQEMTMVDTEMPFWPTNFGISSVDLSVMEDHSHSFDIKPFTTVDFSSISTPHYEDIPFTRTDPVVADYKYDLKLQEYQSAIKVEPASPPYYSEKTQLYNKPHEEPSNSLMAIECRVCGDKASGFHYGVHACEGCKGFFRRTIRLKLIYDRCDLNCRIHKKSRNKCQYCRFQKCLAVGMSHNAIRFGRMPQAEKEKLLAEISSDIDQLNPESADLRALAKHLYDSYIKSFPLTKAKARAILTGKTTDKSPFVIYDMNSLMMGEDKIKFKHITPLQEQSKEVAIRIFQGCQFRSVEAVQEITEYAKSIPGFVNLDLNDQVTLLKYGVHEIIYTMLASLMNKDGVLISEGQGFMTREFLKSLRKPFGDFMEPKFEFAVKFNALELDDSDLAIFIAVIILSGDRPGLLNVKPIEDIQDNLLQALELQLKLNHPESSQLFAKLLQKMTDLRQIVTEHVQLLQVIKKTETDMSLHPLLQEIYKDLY
PPARg SRC2 recr: agonists of SRC-2 recruitment by human PPARgamma; P37231; PPARgamma LBD-SRC-2 recruitment, biochemical; activation, % at 8 µM; 200,000 compounds, 0.34% hits; AID 1032; in the data active = activation above about 22%;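 note: 0% = vehicle and 100% = reference agonist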
L major viab: inhibitors of Leishmania major promastigote growth | Leishmania major promastigotes, resazurin fluorescence viability | inhibition, % at 10 µM | 200,000 compounds, 9% hits | AID 1063; in the data active = inhibition above about 50%;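 note: promastigotes grown with compound for 44 hours at 28 °C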
SRC2 TRFRET art: flags TR-FRET format artefacts in PPARgamma SRC-2 recruitment agonist screen | TR-FRET artefact counter-screen; stronger effect = higher value | TR-FRET ratio at 8 µM | 200,000 compounds, 0.4% hits | AID 1049; in the data active = TR-FRET ratio above about 2000; note: inactives centre near 1500; reference of the scale not given here
DTT redox prof: compounds producing H2O2 with reducing agent – biochemical, NIH compound library profiling, artefact control for MLSCN library redox annotation, primary screen; DTT-dependent redox cycling H2O2, phenol red/HRP absorbance; 100% = 100 µM peroxide control, 0% = buffer; activation, % at 10 µM; 200,000 compounds, 0.03% hits; AID 878;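 active = activation of at least 50% relative to the plate's high and low controls in the primary single-dose screen; inactive = activation below 50%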;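 note: compound incubated with DTT at 0.8 mM final as the reducing agent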
TLR4-MyD88 BLA: blocks binding of human TLR4 to MyD88; O00206+Q99836; HeLa CL3-4 TLR4/MyD88 BLA complementation, FRET ratio; inhibition, % at 8.4 µM; 200,000 compounds, 0.18% hits; AID 861; in the data active = inhibition above about 25%;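 note: 0% = vehicle and 100% = reference inhibitor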
PPARg SRC-3 ag: promotes SRC-3 coactivator recruitment by human PPARgamma; P37231; biochemical PPARgamma/SRC-3 coactivator recruitment assay; activation, % at 8 µM; 200,000 compounds, 0.26% hits; in the data active = activation above about 23%;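 note: 0% = DMSO and 100% = reference agonist; some compounds past the cut are filed as inactive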
bIAP act: intestinal alkaline phosphatase (bovine) activation; 200,000 compounds, 0.17% hits; purified bovine IAP, CDP-star luminescence, 30 min; stronger effect = higher value; fold of DMSO-control signal, blank-subtracted; AID 1016; activation factor at 20 µM;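 active = activation factor of 2 or more at 20 µM, a signal rise over negative controls twice the positive control's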
S1P3 antag: S1P3 (human) receptor antagonism. Q99500. CHO S1P3 NFAT-BLA reporter, FRET fluorescence, antagonist mode. inhibition, % at 4.98 µM. 170,000 compounds, 0.27% hits. AID 485;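 active = inhibition above the plate cutoff, the mean inhibition of test wells on that plate plus 3 SD, cut at about 28% in these data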;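 note: cells challenged with S1P at its EC80 of 0.8 µM; blue over green emission ratio from cleaved BLA substrate after 4 h stimulation; 0% = S1P-stimulated wells and 100% = unstimulated DMSO-only wells; some compounds past the cut are filed as inactive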
bIAP inh: blocks bovine intestinal alkaline phosphatase activity; purified bovine IAP, CDP-star luminescence, 30 min; inhibition, % at 20 µM; 190,000 tested, under 10 active;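 active = over 50% inhibition of intestinal alkaline phosphatase at 20 µM in the single-dose screen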
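Assay system: bovine IAP enzyme; medium: DEA buffer 100 mM, pH 9.8, with MgCl2 1.0 mM, ZnCl2 0.02 mM; doses: 20 µM single dose; incubation: enzyme reaction for 30 min at room temperature; detection: CDP-star luminescence signal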
Starred values were filed as active, the others as inactive; / = no result given. Outcome played no part in choosing rows; about 11% have a hit in one of these screens.

#	molecule	ROMK mod	PPARg SRC-1 ag	PPARg SRC2 recr	L major viab	SRC2 TRFRET art	DTT redox prof
1	CCN(CC)NC(=O)Nc1ccccc1	1.6	-0.8	9.8	2.1	1625	-0.3
2	O=C(CSc1nnc(-c2ccccc2)n1-c1ccccc1)N1c2ccccc2Sc2ccccc21	/	3.4	-1.7	0.4	1581	0.0
3	Oc1c(C(Nc2ccccn2)c2ccccn2)ccc2cccnc12 (stereo not given)	/	2.4	-0.5	99.9*	1342	-0.4
4	C=C(C)Cn1c(CCn2c3ccccc3c3ccccc32)n[nH]c1=S	-0.0777	1.4	-0.2	3.0	1763	-0.7
5	O=C(Nc1ccc2c(c1)nc1n2CCSC1)c1ccco1	/	-3.3	-1.6	-5.0	1523	-0.9
6	c1cncc(-c2nn3c(Cn4cnc5ccccc54)nnc3s2)c1	/	7.1	14.9	-7.0	1691	0.9
7	O=C(NCCc1ccc(Cl)cc1)C1CCN(S(=O)(=O)c2cccs2)CC1	-1.43	-2.6	0.0	9.3	1369	0.1
8	Cc1cccc(OCCCC(=O)NCc2ccco2)c1	/	-7.1	5.8	0.6	1498	-4.3
9	COc1nc(Nc2ccc(O)cc2)nc(OC(C(F)(F)F)C(F)(F)F)n1	-0.0155	2.5	8.0	1.1	1610	0.1
10	CCC1CCCCN1C(=O)CSc1nnc(-c2cccs2)o1 (stereo not given)	/	-0.8	13.8	-5.2	1382	0.9
11	NNC(=O)CNS(=O)(=O)c1ccc([N+](=O)[O-])cc1	0.427	-0.3	-2.6	-2.1	1624	-1.9
12	CC(C)NS(=O)(=O)c1ccc2c3c(cccc13)CC2	0.231	-2.3	-3.8	20.8	1471	-2.0
13	Cc1cc(N2CCC(N(C)C3CCCC3)CC2)nc2cc(O)ccc12	/	10.1	7.7	6.1	1681	-1.1
14	C=C1N(c2cccc(Cl)c2)C(=O)OC1(C)C	1.36	-4.5	7.1	-6.3	1371	-1.3
15	COc1ccc2nc(C)cc(SCC(=O)OC(C)C)c2c1	-0.752	14.8	8.3	1.7	1726	0.3

#	TLR4-MyD88 BLA	PPARg SRC-3 ag	bIAP act	S1P3 antag	bIAP inh
1	4.9	1.3	1	-0.7	3.8
2	16.0	4.5	0.9	/	5.9
3	14.9	-3.9	1.7	-5.9	-66.2
4	1.8	9.4	1.1	-11.5	-6.3
5	0.2	-3.0	1.1	15.9	-11.0
6	1.5	11.4	1	-0.7	4.8
7	-1.6	-16.0	1	/	-4.9
8	11.3	-0.2	0.9	/	5.2
9	5.8	-0.9	1	21.4	0.4
10	4.0	8.5	0.9	-4.5	7.1
11	-16.2	0.2	1.1	-16.6	-14.9
12	-5.1	-2.9	0.8	-18.5	15.7
13	3.8	4.6	1.1	-7.6	-10.9
14	3.3	6.0	0.9	-27.6	10.1
15	-0.4	6.4	1.1	-1.0	-13.2

Molecules from the list above containing a furan ring, fused or not, in the order listed:
#	molecule	ROMK mod	PPARg SRC-1 ag	PPARg SRC2 recr	L major viab	SRC2 TRFRET art	DTT redox prof
5	O=C(Nc1ccc2c(c1)nc1n2CCSC1)c1ccco1	/	-3.3	-1.6	-5.0	1523	-0.9
8	Cc1cccc(OCCCC(=O)NCc2ccco2)c1	/	-7.1	5.8	0.6	1498	-4.3

#	TLR4-MyD88 BLA	PPARg SRC-3 ag	bIAP act	S1P3 antag	bIAP inh
5	0.2	-3.0	1.1	15.9	-11.0
8	11.3	-0.2	0.9	/	5.2

The listing continues.
#	molecule	ROMK mod	PPARg SRC-1 ag	PPARg SRC2 recr	L major viab	SRC2 TRFRET art	DTT redox prof
16	COC(c1ccccc1)c1nnc(CCC(=O)NCc2cccc(-n3cccn3)c2)o1 (stereo not given)	0.906	-2.9	-0.2	-4.8	1636	0.0
17	O=S(=O)(Nc1ccc(N2CCCCC2)cc1)c1ccccc1	0.274	1.6	1.5	7.5	1499	-0.5
18	Cc1cc(C)c2[nH]c(=O)c(CN(Cc3cccs3)C(=S)NCC3CCCO3)cc2c1 (stereo not given)	0.244	3.2	-2.6	52.7*	1285	0.2
19	Cc1cc(S(=O)(=O)NC(C)C)ccc1OCC(=O)Nc1ccc2c(c1)OCCO2	1.07	3.5	0.6	-8.1	1556	-0.3
20	CCOc1ccc(CCNC(=O)c2cccnc2N2CCCC2)cc1OCC	0.287	2.8	5.2	3.0	1678	0.3
21	O=C(COC(=O)c1c[nH]c(=O)[nH]c1=O)NCc1ccccc1	0.072	0.0	4.2	-1.5	1585	-1.4
22	Cn1c2ccccc2n2c(=O)c(=O)n(CC(=O)N3CCCc4ccccc43)nc12	0.295	-5.7	-1.6	0.8	1718	7.8
23	O=C(CSc1nnc(-c2cccnc2)n1Cc1ccco1)N1CCc2ccccc21	-0.189	7.4	3.8	3.2	1597	-0.1
24	O=C(COC(=O)Cc1ccccc1F)Nc1cccc(S(=O)(=O)NC2=NCCCCC2)c1	0.0101	4.8	4.2	-2.7	1471	-1.7
25	Cc1[nH]c2ccccc2c1C(=O)CSc1ccccn1	0.155	7.2	1.7	-1.2	1642	9.2
26	CCOC(=O)N1CCC(N(CCN(C)C)C(=S)Nc2cc(C)ccc2C)CC1	-0.648	8.3	5.3	-1.4	1528	-0.4
27	O=C(NC(N1CCOCC1)C(Cl)(Cl)Cl)c1cc([N+](=O)[O-])cc([N+](=O)[O-])c1 (stereo not given)	/	4.6	13.3	91.0*	1623	-1.1
28	CCC(C)Oc1cccc(C(=O)Nc2ccccc2N2CCOCC2)c1 (stereo not given)	/	3.2	-1.4	-1.5	1814	2.0
29	Cc1nc2ccccc2n1CC(=O)NN	0.726	9.5	4.2	1.2	1623	-0.9
30	CCCN(C(=O)c1ccco1)c1nnc(-c2ccccc2C)s1	-1.35	-3.9	2.7	0.9	1396	-0.9

#	TLR4-MyD88 BLA	PPARg SRC-3 ag	bIAP act	S1P3 antag	bIAP inh
16	-9.5	0.0	1	-2.0	0.0
17	-12.8	-2.1	0.9	4.1	12.9
18	-8.4	5.0	0.9	4.9	11.5
19	15.2	6.0	1.1	1.8	-9.3
20	-8.1	3.9	0.6	3.4	36.0
21	8.6	4.4	0.9	/	5.5
22	-7.1	1.1	1	-9.5	-1.0
23	-9.2	5.4	1.1	-31.3	-7.5
24	-7.8	1.9	1.2	4.4	-21.5
25	3.7	7.3	1	-15.9	0.7
26	2.4	1.4	0.7	-15.6	33.4
27	-2.0	-6.0	1	-5.7	2.1
28	-2.4	-5.6	1.2	-7.1	-21.5
29	7.1	6.8	1	-24.7	3.1
30	-1.9	2.1	1	-11.1	3.7

Following part
#	molecule	ROMK mod	PPARg SRC-1 ag	PPARg SRC2 recr	L major viab	SRC2 TRFRET art	DTT redox prof
31	CCCc1c(O)nc(SCC(=O)O)[nH]c1=O	0.0943	3.0	4.4	-6.4	1701	0.3
32	O=C(NCC1CCCO1)C1CCN(S(=O)(=O)c2ccccc2)CC1 (stereo not given)	-0.609	-0.6	1.1	-6.3	1573	-0.2
33	CC(=O)Cn1cnc2sc(-c3ccccc3)cc2c1=O	-0.0159	-5.4	-8.7	0.8	1370	0.2
34	O=C1CC(c2nc3ccccc3[nH]2)CN1c1cccc(C(F)(F)F)c1 (stereo not given)	-0.418	-1.8	-5.2	-2.0	1508	0.6
35	N/C(=N\OC(=O)Cc1ccc(Cl)cc1)c1cccnc1	-0.333	-2.9	-3.2	-3.9	1360	-3.8
36	O=C(COc1ccc2ccccc2c1)NNC(=O)c1cccs1	/	3.8	5.5	-7.5	1539	0.2
37	CCCn1c(=O)c2ccccc2n2c(SCCOc3ccc(OC)cc3)nnc12	-0.751	3.4	1.4	10.5	1549	-2.0
38	Cn1c(Cc2cccc3ccccc23)nnc1SCc1ccc([N+](=O)[O-])cc1	/	4.5	-3.2	22.6	1540	0.3
39	CC1(C)CC(=O)C=C(NC2=CC3OC(c4ccccc4)OCC3OC2=O)C1 (stereo not given)	-2.88	4.1	-5.2	-4.3	1509	-0.1
40	COC(=O)c1cn(NC(=O)c2ccc(F)cc2)c(=O)c2ccccc12	/	9.2	2.5	-2.0	1749	0.8
41	Cc1cccc(C(=O)N2CCC(=O)N(C(COCc3ccccc3)Cc3ccccc3)CC2)c1 (stereo not given)	-1.62	4.8	6.5	-0.5	1402	0.3
42	COc1ccc(/C=C/c2nnc(NC(=O)COc3ccc(C)cc3)s2)cc1	/	13.0	-0.1	-0.9	1718	0.8
43	CC(Cc1ccccc1)NC(=O)CSc1nc2nc3c(cc2c(=O)n1-c1ccccc1)COC(C)(C)C3 (stereo not given)	/	-4.3	5.6	24.0	1357	1.9
44	CC(C)(C)c1cc(C(F)(F)F)nc(SCCCNC(=O)c2ccco2)n1	0.168	4.9	5.1	14.0	1613	0.3
45	CCOC(=O)c1nnn(-c2ccc(OC)cc2)c1N	-0.315	-2.6	-0.8	-1.0	1475	1.8

#	TLR4-MyD88 BLA	PPARg SRC-3 ag	bIAP act	S1P3 antag	bIAP inh
31	-5.7	-1.4	1.1	3.0	-9.3
32	-14.1	-0.3	1.1	-7.7	-12.0
33	-15.0	-7.4	1	/	3.3
34	2.2	-0.7	0.9	-2.6	7.6
35	4.5	-2.5	1	/	4.3
36	-1.8	-4.3	1	-14.3	2.8
37	1.8	4.8	0.9	-7.7	6.9
38	-2.5	2.6	1	0.1	4.7
39	3.7	0.1	0.9	15.5	9.0
40	2.7	1.9	0.9	/	7.5
41	-7.5	1.5	0.9	-0.4	13.6
42	12.7	-4.2	0.8	0.6	21.5
43	2.0	-5.1	1	/	-1.3
44	-9.6	-4.8	1	58.7*	-4.0
45	-0.9	-7.9	0.9	/	13.1

(cont.)
#	molecule	ROMK mod	PPARg SRC-1 ag	PPARg SRC2 recr	L major viab	SRC2 TRFRET art	DTT redox prof
46	CN(C)c1ccc(/C=N/NC(=O)c2ccc(Cn3cc(Br)cn3)o2)cc1	-0.994	4.8	6.7	3.0	1559	0.0
47	O=C(c1ccco1)N1CCN(C(=O)c2ccc(COc3ccc(F)cc3)o2)CC1	/	1.3	7.9	0.3	1546	0.6
48	CCOC(=O)N1CCN(CC(O)COC2CC(C)CCC2C(C)C)CC1 (stereo not given)	/	6.6	4.7	95.0*	1729	-1.1
49	COc1ccc(C(=O)C2CCCN(C(=O)c3cc(C)nc(C)n3)C2)cc1OC (stereo not given)	-0.22	1.9	1.6	-1.4	1441	0.4
50	O=C(NCCC1=CCCCC1)c1ccc(Cl)c([N+](=O)[O-])c1	/	4.3	4.3	0.3	1665	0.2
51	c1coc(Cn2c(SCc3nc4ccccc4[nH]3)nnc2-c2cnccn2)c1	1.01	2.4	-5.4	-1.7	1640	1.6
52	CCCN1CCC(NC(=O)CCc2nnc(-c3ccccc3)o2)CC1	-1.67	6.1	-1.1	6.1	1640	-1.1

#	TLR4-MyD88 BLA	PPARg SRC-3 ag	bIAP act	S1P3 antag	bIAP inh
46	7.8	7.0	1	14.4	-3.3
47	-7.4	-5.6	1	13.6	1.6
48	1.4	-1.4	1	/	-4.8
49	-10.2	5.0	1	1.9	-3.6
50	-9.0	-0.2	1	9.6	-4.0
51	-2.3	-2.6	1.4	21.2	-36.5
52	3.7	2.6	1	-16.8	4.5
